LYPLA1 inh: counter-screen for PME1 inhibitors: inhibitors of human LYPLA1; O75608; 0.16% of 320,000 active; inhibition, % at 5.9 µM; AID 2174; recombinant LYPLA1, FP-Rh probe fluorescence polarization;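 active = inhibition above the mean of all tested compounds plus 3 SD, set per campaign, cut at about 14% in these data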;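 also: inhibitors block serine hydrolase probe labeling of LYPLA1 so polarization falls; 0% = enzyme with DMSO and 100% = wells lacking LYPLA1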
PAFAH1B2 inh: PAFAH1B2 (human) inhibition | P68402 | recombinant PAFAH1B2, FP-rhodamine activity probe, fluorescence polarization | inhibition, % at 3.39 µM | 1.2% of 340,000 active | AID 492953;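 active = inhibition above the mean of all tested compounds plus 3 SD, cut at about 24% in these data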;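 also: 0% = enzyme with DMSO and 100% = wells lacking PAFAH1B2; many of its hits are not listed in these tables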
LYPLA2 counter: blocks human lysophospholipase 2, a PME1 counter-screen; recombinant LYPLA2, FP-Rh probe fluorescence polarization; inhibition, % at 5.9 µM; 0.38% of 320,000 active;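 active = inhibition above the screen-wide mean plus 3 SD, limit set per campaign, cut at about 26% in these data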;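 also: 0% = LYPLA2 with DMSO and 100% = wells lacking LYPLA2 enzyme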
Target sequence (O95372 whole entry, looked up): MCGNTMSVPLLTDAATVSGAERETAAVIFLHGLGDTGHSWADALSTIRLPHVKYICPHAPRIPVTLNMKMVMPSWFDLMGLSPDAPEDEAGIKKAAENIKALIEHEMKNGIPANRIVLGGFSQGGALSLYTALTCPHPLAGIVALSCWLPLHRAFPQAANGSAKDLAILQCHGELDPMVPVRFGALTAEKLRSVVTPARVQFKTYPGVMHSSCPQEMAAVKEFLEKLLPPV
PAFAH1B3 inh: inhibitors of human PAFAH1B3 | recombinant PAFAH1B3, FP-rhodamine probe, fluorescence polarization | 0.28% of 340,000 active | Q15102 | AID 492972 | inhibition, % at 3.39 µM;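 active = inhibition above the screen-wide average of all tested compounds plus 3 SD, cut at about 25% in these data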;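 also: 0% = enzyme with DMSO only and 100% = wells lacking PAFAH1B3 protein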
GSTO1 inh: counter-screen for RBBP9 inhibitors: inhibitors of human GSTO1. inhibition, % at 5.96 µM. 1.1% of 300,000 active. recombinant GSTO1, activity-based probe fluorescence polarization. P78417;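 active = inhibition above the campaign mean inhibition plus 3 SD, cut at about 35% in these data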;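 also: 0% = GSTO1-1 with DMSO and 100% = wells lacking GSTO1-1 enzyme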
PAD4 FP inh: blocks human protein arginine deiminase 4 | inhibition, % at 6.36 µM | recombinant PAD4, RCA probe fluorescence polarization | AID 485272 | 0.41% of 330,000 active | Q9UM07;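 active = percent inhibition above a cutoff equal to the mean of all tested compounds plus 3 SD, cut at about 15% in these data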;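 also: 0% = PAD4 with RCA probe and DMSO and 100% = probe without PAD4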
PAFAH2 FP inh: inhibitors of human PAFAH2 | Q99487 | recombinant PAFAH2, FP-rhodamine activity probe, fluorescence polarization | inhibition, % at 3.39 µM | 0.99% of 340,000 active | AID 492956;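 active = inhibition above the mean over all tested compounds plus 3 SD, cut at about 30% in these data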;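 also: inhibitors block probe labeling of enzyme so polarization drops; 0% = enzyme with DMSO and 100% = wells lacking PAFAH2 protein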
PREPL inhibitor: inhibits the human prolyl oligopeptidase-like enzyme; AID 2751; recombinant PREPL, fluorescence polarization activity-based probe; 0.68% of 320,000 active; inhibition, % at 5.96 µM; in the data active = inhibition above about 43%;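 also: 0% = enzyme with DMSO and 100% = wells lacking enzyme; many of its hits are not listed in these tables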
Target sequence (Q4J6C6 whole entry, looked up): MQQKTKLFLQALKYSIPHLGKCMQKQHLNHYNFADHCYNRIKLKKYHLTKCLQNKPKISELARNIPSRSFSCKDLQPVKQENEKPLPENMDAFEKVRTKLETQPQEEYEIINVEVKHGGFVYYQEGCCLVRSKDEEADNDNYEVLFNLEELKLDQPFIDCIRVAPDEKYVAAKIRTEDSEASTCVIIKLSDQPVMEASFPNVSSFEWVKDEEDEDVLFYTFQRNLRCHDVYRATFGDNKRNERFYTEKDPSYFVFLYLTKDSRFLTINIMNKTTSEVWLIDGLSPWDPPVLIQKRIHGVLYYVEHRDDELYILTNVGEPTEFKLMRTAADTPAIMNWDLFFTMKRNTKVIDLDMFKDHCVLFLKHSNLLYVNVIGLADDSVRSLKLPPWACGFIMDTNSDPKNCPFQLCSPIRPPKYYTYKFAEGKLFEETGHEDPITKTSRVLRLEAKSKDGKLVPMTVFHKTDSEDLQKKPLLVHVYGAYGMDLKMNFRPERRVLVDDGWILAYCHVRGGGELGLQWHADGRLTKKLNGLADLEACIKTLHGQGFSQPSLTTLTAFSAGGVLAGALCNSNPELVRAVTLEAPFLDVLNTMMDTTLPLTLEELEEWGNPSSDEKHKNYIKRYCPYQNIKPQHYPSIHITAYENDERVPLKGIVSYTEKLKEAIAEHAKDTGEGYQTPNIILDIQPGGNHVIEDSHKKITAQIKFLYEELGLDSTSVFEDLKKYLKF
pPAFAH FP inh: pPAFAH (human) enzyme inhibition; Q13093; recombinant pPAFAH, FP-rhodamine probe fluorescence polarization; inhibition, % at 3.39 µM; 1.5% of 330,000 active;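 active = inhibition above the mean inhibition across the screen plus 3 SD, cut at about 25% in these data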;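 also: inhibitors block binding of the rhodamine activity-based probe so polarization drops; 0% = enzyme with DMSO and 100% = wells lacking pPAFAH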
* = called active by the depositor. The list is partial; the hit share may differ from the screen's.

Screening CC(=O)Nc1nonc1-c1nc2ccccc2n1N(C(C)=O)C(C)=O returned LYPLA1 inh -3, PAFAH1B2 inh 1, LYPLA2 counter 1, PAFAH1B3 inh 8, GSTO1 inh 5, PAD4 FP inh 2, PAFAH2 FP inh -1, PREPL inhibitor 4 and pPAFAH FP inh 13.
For O=C(Nc1ccccc1)Nc1ccccc1C(=O)NCCCN1CCOCC1 the results were LYPLA1 inh -1, PAFAH1B2 inh 2, LYPLA2 counter 2, PAFAH1B3 inh -4, GSTO1 inh -2, PAD4 FP inh 3, PAFAH2 FP inh -3, PREPL inhibitor 10 and pPAFAH FP inh 5.
For CCN(CC)CCN(C(=O)c1ccc(N2C(=O)CCC2=O)cc1)c1nc2cc3c(cc2s1)OCO3 the results were LYPLA1 inh 0, LYPLA2 counter -8, GSTO1 inh 1, PAD4 FP inh 4, PREPL inhibitor 18 and pPAFAH FP inh 3.
`COc1cc(CC(=O)Nc2ccc(N3CCOCC3)cc2)cc(OC)c1OC` gave LYPLA1 inh -2, PAFAH1B2 inh 1, LYPLA2 counter -10, PAFAH1B3 inh -6, GSTO1 inh 6, PAD4 FP inh -3, PAFAH2 FP inh 7, PREPL inhibitor 2 and pPAFAH FP inh 4.
For COc1cccc(C2=NN(C(=O)CCCC(=O)O)C(c3cccs3)C2)c1 (configuration not stated) the results were LYPLA1 inh 1, PAFAH1B2 inh 2, LYPLA2 counter 2, PAFAH1B3 inh 6, GSTO1 inh 3, PAD4 FP inh 1, PAFAH2 FP inh -1, PREPL inhibitor -3 and pPAFAH FP inh 7.
CCOc1ccc(/C=C/C(=O)c2ccccc2)cc1 was read as LYPLA1 inh -3, PAFAH1B2 inh 5, LYPLA2 counter -2, PAFAH1B3 inh 3, GSTO1 inh -10, PAD4 FP inh 6, PAFAH2 FP inh 4, PREPL inhibitor 9 and pPAFAH FP inh -8.
Screening CCC(CC)C(=O)Nc1nnc(S(=O)(=O)N2CCCCCC2)s1 returned LYPLA1 inh -1, PAFAH1B2 inh 14, LYPLA2 counter 1, PAFAH1B3 inh 6, GSTO1 inh -20, PAD4 FP inh -5, PAFAH2 FP inh 20, PREPL inhibitor -5 and pPAFAH FP inh 6.
`CCOC(=O)c1cccc(NC(=O)Cn2cnc3c2c(=O)n(C)c(=O)n3C)c1` gave LYPLA1 inh -2, PAFAH1B2 inh -1, LYPLA2 counter 5, PAFAH1B3 inh 4, GSTO1 inh 4, PAD4 FP inh 2, PAFAH2 FP inh -2, PREPL inhibitor 0 and pPAFAH FP inh 0.
For CCCC(=O)Nc1ccc2c(c1)nc(CN1CCN(C(C)=O)CC1)n2C the results were LYPLA1 inh 2, PAFAH1B2 inh 4, LYPLA2 counter -1, PAFAH1B3 inh 3, GSTO1 inh 11, PAD4 FP inh -6, PAFAH2 FP inh -5, PREPL inhibitor 10 and pPAFAH FP inh 6.
CCOC(=O)/C(=C\c1ccccc1)NC(=O)c1ccccc1 was read as LYPLA1 inh 0, PAFAH1B2 inh -4, LYPLA2 counter -7, PAFAH1B3 inh 0, GSTO1 inh 9, PAD4 FP inh -6, PAFAH2 FP inh 2, PREPL inhibitor 12 and pPAFAH FP inh -3.
For COc1ccc(C(=O)NCCCNC(=O)c2cnccn2)cc1Br the results were LYPLA1 inh 1, PAFAH1B2 inh 1, LYPLA2 counter 1, PAFAH1B3 inh 4, GSTO1 inh -2, PAD4 FP inh -4, PAFAH2 FP inh -4, PREPL inhibitor 1 and pPAFAH FP inh -3.
`COc1ccc(/C=N/NC(=O)c2ccccc2O)cc1CSc1ccccn1` gave LYPLA1 inh -8, PAFAH1B2 inh 4, LYPLA2 counter -6, PAFAH1B3 inh 5, GSTO1 inh -4, PAD4 FP inh -6, PAFAH2 FP inh -20, PREPL inhibitor -6 and pPAFAH FP inh 9.
For CCOC(=O)c1ccc(NC(=S)NCCC2=CCCCC2)cc1 the results were LYPLA1 inh -22, PAFAH1B2 inh 3, LYPLA2 counter -14, PAFAH1B3 inh 9, GSTO1 inh -11, PAD4 FP inh 1, PAFAH2 FP inh -10, PREPL inhibitor -5 and pPAFAH FP inh 1.
O=C1N(c2ccccc2)C2CS(=O)(=O)CC2N1c1ccc(Br)cc1 (configuration not stated) was read as LYPLA1 inh 1, PAFAH1B2 inh 0, LYPLA2 counter -1, PAFAH1B3 inh 10, GSTO1 inh 4, PAD4 FP inh 3, PAFAH2 FP inh -2, PREPL inhibitor 6 and pPAFAH FP inh 0.
Screening CC(C)C(C)NC(=O)CN1C(=O)NC2(CCCCCC2)C1=O (configuration not stated) returned LYPLA1 inh -3, PAFAH1B2 inh -2, LYPLA2 counter -11, PAFAH1B3 inh 10, GSTO1 inh -2, PAD4 FP inh -4, PAFAH2 FP inh -3, PREPL inhibitor 4 and pPAFAH FP inh 3.
Screening Cc1cc(C)c2c(-n3cccc3)c(C(=O)NNS(=O)(=O)c3ccccc3)sc2n1 returned LYPLA1 inh 2, PAFAH1B2 inh 5, LYPLA2 counter 4, PAFAH1B3 inh -5, GSTO1 inh -3, PAD4 FP inh -4, PAFAH2 FP inh 1, PREPL inhibitor -8 and pPAFAH FP inh 4.
For CCN(CC)CCCNC(=O)CNC(=O)c1nn(-c2ccc(OC)cc2)c(=O)c2ccccc12 the results were LYPLA1 inh 1, PAFAH1B2 inh -2, LYPLA2 counter 4, PAFAH1B3 inh 3, GSTO1 inh 3, PAD4 FP inh -2, PAFAH2 FP inh 6, PREPL inhibitor -8 and pPAFAH FP inh -3.
`Cc1cc([N+](=O)[O-])cc2c1NC(=O)C2(O)N1CCCC(C)C1` (configuration not stated) gave LYPLA1 inh 0, PAFAH1B2 inh 7, LYPLA2 counter 3, PAFAH1B3 inh 2, GSTO1 inh 37*, PAD4 FP inh 0, PAFAH2 FP inh 6, PREPL inhibitor 3 and pPAFAH FP inh 6.
Screening CN(C)C(=O)/C(=C/c1ccc(-c2cccc([N+](=O)[O-])c2)o1)NC(=O)c1ccccc1 returned LYPLA1 inh -1, PAFAH1B2 inh 5, LYPLA2 counter 9, PAFAH1B3 inh 12, GSTO1 inh -3, PAD4 FP inh 2, PAFAH2 FP inh 10, PREPL inhibitor 11 and pPAFAH FP inh 9.
For COc1cc2cc(CN(CCc3ccccc3C)C(=S)NCCCN(C)C)c(=O)[nH]c2cc1OC the results were LYPLA1 inh 3, PAFAH1B2 inh 3, LYPLA2 counter 0, PAFAH1B3 inh 12, GSTO1 inh -9, PAD4 FP inh 0, PAFAH2 FP inh -6, PREPL inhibitor 16 and pPAFAH FP inh -4.
For Nc1cc(C(=O)N/N=C/c2cccc([N+](=O)[O-])c2)n[nH]c1=O the results were LYPLA1 inh -4, PAFAH1B2 inh 1, LYPLA2 counter -9, PAFAH1B3 inh 2, GSTO1 inh -12, PAD4 FP inh 6, PAFAH2 FP inh 0, PREPL inhibitor 21 and pPAFAH FP inh 1.
Screening OCC(CO)(CO)NC(=S)Nc1cc(Cl)cc(Cl)c1 returned LYPLA1 inh -3, PAFAH1B2 inh -1, LYPLA2 counter -4, PAFAH1B3 inh 12, GSTO1 inh 11, PAD4 FP inh -2, PAFAH2 FP inh -2, PREPL inhibitor -10 and pPAFAH FP inh -2.
CC1CCCN(C(=O)c2cc3c(-c4ccc(Cl)cc4)nn(C)c3s2)C1 (configuration not stated) was read as LYPLA1 inh 2, PAFAH1B2 inh -3, LYPLA2 counter 5, PAFAH1B3 inh 1, GSTO1 inh 5, PAD4 FP inh -2, PAFAH2 FP inh 5, PREPL inhibitor 4 and pPAFAH FP inh 4.
For CC(C)CC(=O)Nc1ccccc1N1CCCC1 the results were LYPLA1 inh 0, PAFAH1B2 inh 8, LYPLA2 counter -2, PAFAH1B3 inh -2, GSTO1 inh 0, PAD4 FP inh 2, PAFAH2 FP inh -1, PREPL inhibitor -1 and pPAFAH FP inh -1.
Screening COc1ncccc1-c1nnn(-c2ccc(Cl)c(Cl)c2)n1 returned LYPLA1 inh -3, PAFAH1B2 inh 5, LYPLA2 counter -2, PAFAH1B3 inh -4, GSTO1 inh -5, PAD4 FP inh 4, PAFAH2 FP inh 5, PREPL inhibitor -5 and pPAFAH FP inh 0.
Screening CC(=O)N1CCN(c2ccc(NCc3cccc4ccccc34)cc2)CC1 returned LYPLA1 inh 8, PAFAH1B2 inh -1, LYPLA2 counter 6, PAFAH1B3 inh 6, GSTO1 inh 14, PAD4 FP inh 5, PAFAH2 FP inh 5, PREPL inhibitor 78* and pPAFAH FP inh 31*.
For COc1ccccc1CC(=O)Nc1ccc2c(c1)CCC2 the results were LYPLA1 inh -1, PAFAH1B2 inh 0, LYPLA2 counter 4, PAFAH1B3 inh -3, GSTO1 inh 3, PAD4 FP inh -3, PAFAH2 FP inh 4, PREPL inhibitor 1 and pPAFAH FP inh 6.
O=C(O)/C=C/C(=O)N1CCN(C(=O)/C=C/C(=O)O)CC1 was read as LYPLA1 inh 0, PAFAH1B2 inh -1, LYPLA2 counter 5, PAFAH1B3 inh 0, GSTO1 inh -3, PAD4 FP inh -5, PAFAH2 FP inh -3, PREPL inhibitor -2 and pPAFAH FP inh 0.
O=C(c1cc(-c2ccc(F)cc2)nc2ccccc12)N1CCC1 was read as PAFAH1B2 inh 2, PAFAH1B3 inh 3, PAD4 FP inh 1, PAFAH2 FP inh -3, PREPL inhibitor 2 and pPAFAH FP inh 0.
`CCC(=O)N1CCc2cc(S(=O)(=O)N3CCc4ccccc43)ccc21` gave LYPLA1 inh 7, PAFAH1B2 inh 5, LYPLA2 counter 6, PAFAH1B3 inh 3, GSTO1 inh 3, PAD4 FP inh -3, PAFAH2 FP inh 6, PREPL inhibitor 8 and pPAFAH FP inh 2.
CC1CCCC(C)N1/N=C/c1ccccc1F (configuration not stated) was read as LYPLA1 inh 0, PAFAH1B2 inh -3, LYPLA2 counter -4, PAFAH1B3 inh 5, GSTO1 inh 0, PAD4 FP inh -3, PAFAH2 FP inh -5, PREPL inhibitor 1 and pPAFAH FP inh 2.
O=C(CNC(=O)c1ccco1)OCN1C(=O)c2ccccc2C1=O was read as LYPLA1 inh -1, PAFAH1B2 inh 6, LYPLA2 counter 3, PAFAH1B3 inh -3, GSTO1 inh 37*, PAD4 FP inh -1, PAFAH2 FP inh -4, PREPL inhibitor 2 and pPAFAH FP inh 0.
Screening COc1cc(C(C)=O)ccc1OCC(O)CN1CCN(c2ccccc2)CC1 (configuration not stated) returned LYPLA1 inh -1, PAFAH1B2 inh -2, LYPLA2 counter 6, PAFAH1B3 inh 7, GSTO1 inh -2, PAD4 FP inh 0, PAFAH2 FP inh 1, PREPL inhibitor 10 and pPAFAH FP inh 5.
CCOC(=O)C1C(=O)C=C(c2ccc(C)cc2)CC1c1ccccc1 (configuration not stated) was read as LYPLA1 inh -1, PAFAH1B2 inh 0, LYPLA2 counter 8, PAFAH1B3 inh 7, GSTO1 inh -4, PAD4 FP inh -4, PAFAH2 FP inh -1, PREPL inhibitor -2 and pPAFAH FP inh 7.
Screening COc1ccc(C(=O)N/C(=C\c2ccc([N+](=O)[O-])cc2)C(=O)NC(CCSC)C(=O)O)cc1 (configuration not stated) returned LYPLA1 inh 0, PAFAH1B2 inh 2, LYPLA2 counter 6, PAFAH1B3 inh 4, GSTO1 inh 1, PAD4 FP inh 4, PAFAH2 FP inh 7, PREPL inhibitor 8 and pPAFAH FP inh 1.
Cc1ccc(NC2=NCC(=O)N2CCc2ccccc2)cc1C was read as LYPLA1 inh -4, PAFAH1B2 inh 0, LYPLA2 counter -1, PAFAH1B3 inh -1, GSTO1 inh 0, PAD4 FP inh -1, PAFAH2 FP inh -7, PREPL inhibitor 1 and pPAFAH FP inh 4.

From PubChem BioAssay
